TNF death inh: inhibitors of TNF-alpha induced necroptosis in Jurkat FADD-/- cells; Jurkat FADD-/- TNF necroptosis rescue, ATP luminescence, 24 h; 0 = TNF only, 100 = no-TNF cells; activation (protection from cell death), % at 10 µM; 0.068% of 220,000 active; AID 463075;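 active = activation, meaning protection from cell death, of at least 50% relative to plate controls; inactive = activation below 50%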;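 also: necroptosis triggered by 40 ng/mL TNF-alpha added together with compound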
L929 necroptosis: L929 zVAD cell death inhibition; 0.38% of 220,000 active; L929 zVAD necroptosis rescue, ATP luminescence, 24 h; with zVAD 60 µM; AID 1377; viability rescue, % at 10 µM;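 active = activation, scaled between plate controls, above about 75%, limit read from the data; inactive = activation under that limit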;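 also: 0% = zVAD with DMSO and 100% = DMSO alone without zVAD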
Thrombin inh: blocks human thrombin protease activity | P00734 | 0.26% of 220,000 active | inhibition, % at 5 µM | alpha-thrombin, Boc-VPR-AMC fluorogenic substrate cleavage;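 active = inhibition at or above 40%; inactive = inhibition below 40%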;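 also: 0% = enzyme with no compound and 100% = wells without enzyme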
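signal = AMC fluorescence, 355/460 nm | material = human alpha-thrombin enzyme | control set = enzyme without compound as high, wells lacking enzyme as low | times = reaction at room temperature | read-out basis = percent inhibition scaled between no-compound controls and no-enzyme blanks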
FXIIa inh 1536: factor XIIa (human) inhibition; purified FXIIa, Boc-QGR-AMC fluorogenic substrate, 2 h; inhibition, % at 5 µM; 0.3% of 220,000 active; AID 800; P00748; in the data active = inhibition above about 40%;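 also: 0% = enzyme with no compound and 100% = blank without enzyme; many of its hits are not listed in these tables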
Hck Nef HTS: inhibitors of human Hck kinase activated by Nef | AID 463187 | Recombinant Hck-YEEI plus Nef, Z-Lyte FRET kinase assay | inhibition, % at 20 µM | 0.68% of 220,000 active | P08631;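 active = Hck-Nef kinase inhibition above about 50%, limit read from the data; inactive = inhibition below that limit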;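 also: 0% = DMSO with Hck plus Nef and 100% = Hck alone without Nef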
KLK5 inh: inhibitors of human kallikrein 5; 0.59% of 210,000 active; inhibition, % at 5 µM; recombinant hK5, fluorogenic AMC substrate cleavage;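 active = inhibition of 40% or more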;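 also: 0% = enzyme controls without compound and 100% = no-enzyme blanks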
Target sequence (Q9Y337 67-293 limits assumed): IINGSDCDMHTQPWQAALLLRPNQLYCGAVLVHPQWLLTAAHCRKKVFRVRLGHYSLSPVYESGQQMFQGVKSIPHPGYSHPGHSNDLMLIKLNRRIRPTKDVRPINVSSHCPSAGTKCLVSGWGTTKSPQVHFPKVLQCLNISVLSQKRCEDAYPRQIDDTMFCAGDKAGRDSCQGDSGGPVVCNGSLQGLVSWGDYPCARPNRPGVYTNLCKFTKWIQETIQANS
Rad51 HR inh: Rad51 (human) homologous recombination inhibition; Q06609; hRad51 DNA strand exchange, fluorescence dequenching; inhibition, % at 10 µM; 0.085% of 200,000 active; AID 1385;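 active = inhibition above 40% at the single screening dose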;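 also: 0% = DMSO control wells and 100% = blanks with heterologous ssDNA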
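Material: hRad51 filaments on single-stranded DNA; Reagent: Donor/quencher-labelled 47-bp dsDNA substrate; Compound: 10 µM final, single point; Schedule: 37 °C 15-min filament assembly, 30-min compound preincubation, 15-min exchange; Technique: FRET fluorescence, excitation 485 nm, emission 520 nm; Benchmarks: control wells and blank wells on each plate.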
FXIa inh 1536: factor XIa (human) inhibition. P03951. purified FXIa, Boc-Glu-Ala-Arg-AMC fluorogenic substrate. inhibition, % at 5 µM. 0.14% of 220,000 active. AID 798;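 active = inhibition of at least 40%; inactive = inhibition below 40%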;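 also: fluorescence of freed AMC excited at 355 nm; 0% = enzyme without compound and 100% = no enzyme blank; many of its hits are not listed in these tables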
Target sequence (P03951 19-387 limits assumed): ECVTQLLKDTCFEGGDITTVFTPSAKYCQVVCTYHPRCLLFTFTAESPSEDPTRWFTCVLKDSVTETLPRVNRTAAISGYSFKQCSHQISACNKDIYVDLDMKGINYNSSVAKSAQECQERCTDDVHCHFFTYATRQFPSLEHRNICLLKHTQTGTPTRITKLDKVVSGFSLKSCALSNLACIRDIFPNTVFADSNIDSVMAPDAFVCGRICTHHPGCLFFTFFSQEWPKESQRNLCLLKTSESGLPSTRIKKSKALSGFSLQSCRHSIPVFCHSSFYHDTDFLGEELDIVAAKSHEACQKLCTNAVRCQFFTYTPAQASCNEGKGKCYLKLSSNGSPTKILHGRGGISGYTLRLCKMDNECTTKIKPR
Target sequence (P03951 388-625 limits assumed): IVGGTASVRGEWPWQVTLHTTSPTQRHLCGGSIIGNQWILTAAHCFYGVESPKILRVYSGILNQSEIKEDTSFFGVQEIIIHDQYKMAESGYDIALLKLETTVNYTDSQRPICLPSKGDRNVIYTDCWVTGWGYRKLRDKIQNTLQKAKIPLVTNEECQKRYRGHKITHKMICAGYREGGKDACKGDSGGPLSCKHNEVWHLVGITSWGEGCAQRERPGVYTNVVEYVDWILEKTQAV
KCC2 mod: modulators of human KCC2 chloride dependent transport. 2.2% of 190,000 active. Q9H2X9. B-score of Tl+ flux slope (higher = more flux/activation; lower = inhibition) at 10 µM. AID 1456. KCC2 cells, thallium flux FluoZin-2 fluorescence;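 active = thallium flux slope and its plate-corrected score both differing from the plate sample mean at a set confidence after two filtering rounds, in either direction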;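 also: slope of fluorescence scaled to starting intensity during 10 to 20 s after thallium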
Numbers without * were called inactive; x = no result given. Only part of the results is shown, so the mix of outcomes need not match the whole.

[1] CC1(C)N([O-])c2cc([N+](=O)[O-])ccc2[N+]1=O
[2] CN(C)S(=O)(=O)c1cccc(-c2nnc(-c3ccccc3)o2)c1
[3] N/C(=N\OC(=O)COc1ccc(Cl)cc1Cl)c1cccnc1
[4] O=C(NCCNC(=O)c1ccc([N+](=O)[O-])cc1)c1ccncc1
[5] CC(C)COC(=O)N(C)c1ccc(C(O)(C(F)(F)F)C(F)(F)F)cc1
[6] Oc1[nH]c2ccccc2c1N=Nc1nncc2ccccc12
[7] O=S(=O)(Nc1ccc2ccccc2c1)c1ccccc1
[8] CC1(C)CC(=O)N(CC(=O)O)c2ccccc2S1
Assay by compound	1	2	3	4	5	6	7	8
TNF death inh	-17	-0.8	2.3	-0.5	0.1	-20	4.4	0.1
L929 necroptosis	-0.5	0.7	-0.7	2.6	12	55	0.2	0.1
Thrombin inh	2	0	2	2	-8	-3	-1	-18
FXIIa inh 1536	12	17	10	12	11	4	29	-3
Hck Nef HTS	-122	4	8	30	-1	42	3	0
KLK5 inh	0	-3	-11	1	-14	1	0	-1
Rad51 HR inh	2	4	x	-12	2	6	-1	5
FXIa inh 1536	2	8	6	0	20	-1	16	4
KCC2 mod	x	-1.4	0.41	-1.1	x	0.0013	0.2	-0.37

[9] O=C(N/N=C(\Cc1ncc[nH]1)c1ccccc1)c1cccnc1
[10] O=S1(=O)CCN(Cc2ccccc2C(F)(F)F)CC1
[11] CCn1c(CCc2nc3ccccc3[nH]2)n[nH]c1=S
[12] COCCN(C(=O)c1cc(OC)c(OC)c(OC)c1)c1c(N)n(Cc2ccccc2)c(=O)[nH]c1=O
[13] COc1ccc(CN(C(=O)CSc2nnc(-c3c[nH]c4ccccc34)o2)c2ccc(F)cc2)cc1OC
[14] O=[N+]([O-])c1ccc(CSc2nc3ccccc3o2)cc1
[15] O=C(Nc1ccc(Br)cn1)c1ccc([N+](=O)[O-])o1
[16] CCc1ccc(C(=O)CSc2nc3ccccc3c(=O)[nH]2)cc1
Assay by compound	9	10	11	12	13	14	15	16
TNF death inh	-2.6	-0.7	0.1	-0.3	-15	-2.2	-11	1.6
L929 necroptosis	3.6	-1.1	22	-0.2	4.5	0.1	6.4	0.3
Thrombin inh	0	2	6	-5	0	-7	6	-5
FXIIa inh 1536	5	10	5	9	10	-5	11	1
Hck Nef HTS	0	9	23	6	4	2	29	2
KLK5 inh	4	-5	-2	14	-4	1	-4	-9
Rad51 HR inh	x	35	1	x	4	8	32	-3
FXIa inh 1536	-3	0	-4	-1	0	-7	1	-17
KCC2 mod	0.26	0.58	-0.92	-0.82	1	-0.087	0.11	-0.12

[17] O=C(Nn1c(-c2ccc(Br)cc2)nc2ccccc2c1=O)c1cccnc1
[18] c1ccc(Nc2cccc(Nc3ccccc3)c2)cc1
[19] CCN(CC)S(=O)(=O)c1ccc(C(=O)NC2=C(C(=O)OC)SCC2)cc1
[20] CCN(CC(=O)NCc1ccc(F)cc1)CC(O)COCc1cccc(OC)c1 (stereo unspecified)
[21] O=C(c1ccc(Cl)cc1)N1CCn2c1nc1ccccc12
[22] Cc1ncsc1CCOC(=O)c1ccc(N2CCOCC2)c([N+](=O)[O-])c1
[23] COc1ccc(C)c2sc(N(CCCN(C)C)C(=O)c3ccc(S(=O)(=O)N(C)C)cc3)nc12
[24] CCOC(=O)C1CCCN(C(=O)c2cc3nc(-c4ccc5c(c4)OCO5)cc(C(F)(F)F)n3n2)C1 (stereo unspecified)
Assay by compound	17	18	19	20	21	22	23	24
TNF death inh	0.6	2.2	0.8	-2.8	0.3	-1.0	-0.7	-1.9
L929 necroptosis	0.2	0.5	0.0	-0.1	-0.7	3.9	-1.3	-0.2
Thrombin inh	-7	14	2	-3	-4	-6	2	-5
FXIIa inh 1536	7	17	13	6	x	1	6	-2
Hck Nef HTS	5	26	6	2	-71	20	4	5
KLK5 inh	-3	48*	1	-26	3	-7	-11	-29
Rad51 HR inh	-3	x	-4	1	-3	0	47*	-4
FXIa inh 1536	-2	10	3	-7	4	-3	-6	-9
KCC2 mod	0.68	0.95	-0.45	-0.82	-1.6	-0.78	0.48	0.096

Single records, from the list above. Order of values: TNF death inh, L929 necroptosis, Thrombin inh, FXIIa inh 1536, Hck Nef HTS, KLK5 inh, Rad51 HR inh, FXIa inh 1536, KCC2 mod
c1ccc(Nc2cccc(Nc3ccccc3)c2)cc1 is listed with 2.2, 0.5, 14, 17, 26, 48*, x, 10, 0.95
CCN(CC(=O)NCc1ccc(F)cc1)CC(O)COCc1cccc(OC)c1 (stereo unspecified) is listed with -2.8, -0.1, -3, 6, 2, -26, 1, -7, -0.82
CCOC(=O)C1CCCN(C(=O)c2cc3nc(-c4ccc5c(c4)OCO5)cc(C(F)(F)F)n3n2)C1 (stereo unspecified) is listed with -1.9, -0.2, -5, -2, 5, -29, -4, -9, 0.096
O=C(c1ccc(Cl)cc1)N1CCn2c1nc1ccccc12 is listed with 0.3, -0.7, -4, x, -71, 3, -3, 4, -1.6

Further records
[25] COc1ccccc1CNC(=O)c1cccc(NC(=O)c2ccccc2)c1
[26] CC(C)c1ccc(/C=C(/C#N)c2nnc(NC(=O)c3ccccc3)s2)cc1
[27] Cc1ccc(C)c(Cn2cnc3c(oc4ccccc43)c2=O)c1
[28] CCO[C@H]1OC(C(=O)N2CCCCCCC2)=C[C@@H](c2ccc(C(F)(F)F)cc2)[C@@H]1CCCO
[29] O=C(OCCN1CCOCC1)C(c1ccccc1)c1ccccc1
[30] O=C(OCC(=O)N1CCCC1)c1ccc(S(=O)(=O)N2CCOCC2)cc1
[31] Cc1cccc(/C(N)=N/OC(=O)c2cccs2)c1
[32] Fc1nc(N2CCCC2)c(F)c(Oc2ccccc2Oc2c(F)c(F)nc(N3CCCC3)c2F)c1F
Assay by compound	25	26	27	28	29	30	31	32
TNF death inh	0.1	3.5	-0.1	-1.2	0.9	0.4	-2.9	-3.1
L929 necroptosis	5.0	1.6	2.0	0.8	1.2	1.6	0.0	-0.2
Thrombin inh	5	-5	-2	-7	-2	-4	-5	-1
FXIIa inh 1536	6	-1	10	10	13	3	14	19
Hck Nef HTS	11	1	26	8	-4	-1	3	1
KLK5 inh	-2	-2	3	0	-18	-1	-23	12
Rad51 HR inh	20	-19	-12	x	5	2	1	6
FXIa inh 1536	-3	-8	1	-2	5	-3	9	18
KCC2 mod	-0.02	1	0.27	1	-0.0082	0.57	x	x

[33] O=C1N=NC2=C1c1c3ccccc3c(O)n1CC2
[34] CC1SCC(NC(=O)c2ccc(Cl)cc2)CS1 (stereo unspecified)
[35] COc1ccccc1NC(=S)Nc1cccc2cnccc12
[36] Cc1ccc(CN2CCNC(=O)C2CC(=O)N2CCN(c3ncccn3)CC2)o1 (stereo unspecified)
[37] O=C(NC1CCCC1)C(c1ccccn1)N(C(=O)c1csnn1)C1CC1 (stereo unspecified)
[38] CSc1nc2c(c(=O)[nH]1)C(c1ccncc1)C(C(=O)OC(C)C)=C(C)N2 (stereo unspecified)
[39] CCC(C)[C@H](NC(=O)OC(C)(C)C)c1nnc(SCc2c(C)[nH]c(=O)[nH]c2=O)o1 (stereo partly specified)
[40] C=C(C)c1cccc(C(C)(C)NC(=O)Nc2cc(C)ccc2OC)c1
Assay by compound	33	34	35	36	37	38	39	40
TNF death inh	0.6	1.3	-2.1	0.4	-0.4	-0.9	-0.3	-8.3
L929 necroptosis	0.4	0.5	0.8	0.6	-0.1	-0.3	0.1	-0.2
Thrombin inh	2	-4	18	-6	2	-4	-2	0
FXIIa inh 1536	11	-1	0	3	15	16	9	17
Hck Nef HTS	8	2	-1	21	1	1	1	0
KLK5 inh	2	5	0	-5	-4	8	-2	-5
Rad51 HR inh	-1	12	-4	-7	-6	-3	-4	6
FXIa inh 1536	1	2	-8	-6	44*	4	4	5
KCC2 mod	-0.044	-0.77	1.7	0.14	0.41	x	1.6	0.69

[41] O=c1[nH]c2ccccc2nc1/C=C/c1ccc(F)cc1
[42] CC(C)(C)c1ccc(S(=O)(=O)NCCOCC(F)(F)C(F)F)cc1
[43] COc1ccc(Nc2ccnc(Nc3ccc(OC)cc3)n2)cc1
[44] O=C(O)c1cccnc1SC1CC(=O)N(c2ccccc2)C1=O (stereo unspecified)
[45] Brc1ccc2ncnc(NCc3cccnc3)c2c1
[46] CC(C)(C)Sc1ccc([N+](=O)[O-])cc1C(=O)Nc1ccncc1
[47] CC(=O)CSc1nnc(NC(=O)CCc2ccccc2)s1
[48] CCOc1ccc(-c2noc(-c3ccncc3)n2)cc1OCC
Assay by compound	41	42	43	44	45	46	47	48
TNF death inh	-3.6	-0.1	-8.7	1.0	0.8	0.0	0.5	-1.9
L929 necroptosis	67	0.0	62	-0.6	2.1	-0.7	1.0	12
Thrombin inh	-2	2	-10	0	-5	-12	-2	-11
FXIIa inh 1536	16	11	2	12	4	-1	7	17
Hck Nef HTS	-1	1	88*	-7	10	6	1	0
KLK5 inh	x	-8	-10	0	-5	-11	3	-20
Rad51 HR inh	x	-1	-2	-1	13	11	-3	-7
FXIa inh 1536	-1	-2	1	0	-2	-3	-1	9
KCC2 mod	-0.9	0.25	-0.45	0.9	x	-1.2	x	-0.67

[49] CCC(=O)N/N=C(\C)CC(=O)Nc1ccccc1-c1ccccc1
[50] Cc1cc(NS(=O)(=O)c2ccc(NC(=O)CCCOc3ccccc3)cc2)no1
[51] Cc1csc(NC(=O)Cc2c[nH]c3ccccc23)n1
[52] CCOC(=O)c1c(NC(C)=O)sc2c(OCCN(CC)CC)c(Br)ccc12
[53] CSc1nc(N(CCO)CCO)c2sc3nc(-c4ccco4)c4c(c3c2n1)CCC4
[54] Nn1c(SCC(=O)NC2CCCCC2)nnc1-c1ccc(Cl)cc1
[55] COc1cc(OC)c(NC2c3ccccc3C(=O)N2c2cc(C)ccn2)cc1Cl (stereo unspecified)
[56] O=C(O)CN(c1ccccc1)S(=O)(=O)c1cc(C(F)(F)F)cc(C(F)(F)F)c1
Assay by compound	49	50	51	52	53	54	55	56
TNF death inh	-0.2	-1.9	0.4	-13	-4.6	-0.9	5.0	-0.4
L929 necroptosis	x	-0.3	0.4	34	1.7	0.5	2.9	3.0
Thrombin inh	4	0	-4	1	1	1	5	-7
FXIIa inh 1536	15	14	40*	2	14	0	14	10
Hck Nef HTS	4	-1	1	5	77*	1	-4	19
KLK5 inh	-4	1	12	-10	-8	2	0	1
Rad51 HR inh	x	1	4	17	1	3	-1	-3
FXIa inh 1536	9	0	-8	-5	6	-2	3	0
KCC2 mod	0.46	-1.6	-0.21	0.77	-0.11	-1.7	-1.6	0.12

[57] NS(=O)(=O)c1ccc2c(c1)oc(=O)c1cc(S(N)(=O)=O)ccc12
[58] CCOC(=O)C1=C(C)NC(=O)C(C#N)C1c1ccncc1 (stereo unspecified)
[59] O=S1(=O)CCN(Cc2ccccn2)CC1
[60] COc1ccc(CNC(=O)Cn2ncn3cccc3c2=O)cc1
[61] O=C(c1ccc(O)cc1)c1ccc(Cl)cc1
[62] CC(C)(C)c1ccc(C(=O)c2c[nH]c(C(=O)NCc3cccs3)c2)cc1
Assay by compound	57	58	59	60	61	62
TNF death inh	0.0	-3.7	1.7	0.1	-0.9	-1.1
L929 necroptosis	3.2	-0.1	-0.2	0.5	0.9	0.1
Thrombin inh	-6	17	-2	-25	-3	-3
FXIIa inh 1536	11	29	12	9	1	12
Hck Nef HTS	22	2	20	24	1	1
KLK5 inh	4	32	-2	-1	-1	-29
Rad51 HR inh	5	-1	1	2	1	-7
FXIa inh 1536	0	11	-3	-6	-9	3
KCC2 mod	0.55	0.1	x	0.061	x	-0.028
